Assay outcomes as filed in PubChem BioAssay.
Gal4-VP16 FLuc: VP16 counterscreen qHTS for inhibitors of ROR gamma transcriptional activity; Potency, µM (highest dose often 53.6 µM), inactives show at the highest dose activity, negative = inhibition, most hits filed as inhibitors; 310,000 tested, 3.5% active; Drosophila S2 Gal4-VP16 UAS-luciferase, luminescence, 20 h;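 further: Gal4-VP16 expression switched on by copper sulfate through the metallothionein promoter; potency means the concentration at half of the fitted maximal effect; on the % scale 0 is the no-effect control and ±100 the full control effect; nearly all actives have a fitted effect of over 50% in size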
FLuc modulator: qHTS profiling assay for firefly luciferase inhibitor/activator using purifed enzyme and Km concentrations of substrates (counterscreen for miR-21 project) | AID 588342, 2011 | Potency, µM (series often up to 57.5 µM), without a hit: top-dose activity change, negative = inhibition, hits mostly inhibitors | purified FLuc, Km substrates, luminescence inhibition | 360,000 tested, 6.9% active;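 further: potency means the concentration at half of the fitted maximal effect; plate controls were vehicle for no effect and reference inhibitor for full effect; nearly all actives have a fitted effect of over 55% in size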
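Purified P. pyralis luciferase, 10 nM final, with Km-level 10 uM D-luciferin and 10 uM ATP in 50 mM Tris acetate pH 7.5, 10 mM Mg acetate, 0.01% Tween-20, 0.05% BSA; 6-point qHTS titration about 60 µM downward; luminescence read.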
KCNH2 3.1 block: qHTS for Inhibitors of KCHN2 3.1: Mutant qHTS. U2OS KCNH2 3.1, thallium flux FluxOr; stronger effect = lower value. activity change, % (tested at about 1.8 µM). Potassium voltage-gated channel subfamily H member 2, brain isoform KCNH2 3.1 (human). 340,000 tested, 0.95% active;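 active means maximum activity change below -70%; inconclusive means maximum activity change from -70% to -50%; inactive means maximum activity change above -50%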;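 further: thallium influx rate constant from kinetic fluorescence after stimulation buffer; on the % scale 0 is the no-effect control and ±100 the full control effect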
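Virally transduced U2OS (3.1 isoform, 4 h infection in dark at RT) → overnight 37 C → FluxOr + Red40 in HBSS/HEPES, 45 min → stimulation buffer, 2 min kinetic read → rate constant vs DMSO controls.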
MBNL1 CUG block: qHTS Assay for Inhibitors of MBNL1-poly(CUG) RNA binding; 280,000 tested, 0.036% active; Muscleblind-like protein 1 (Homo sapiens), Q9NR56; TR-FRET MBNL1-His/biotin-(CUG)12 binding, 665/545 ratio; Potency, µM (series often up to 57.5 µM), inactives show top-dose activity change, negative = inhibition, most hits filed as inhibitors; active means well fitted inhibition curve with a large enough effect in the signal ratio, with a control signal flat, not every such curve was filed as active; inconclusive means small, poorly fitted or top-dose-only effect, or effect the other way, or a change in a side signal; inactive means no such curve, though single readings can be large or run the other way; the % refers to the signal ratio; further: potency means the concentration at half of the fitted maximal effect; on the % scale 0 is the no-effect control and ±100 the full control effect
Target sequence (Q9NR56 whole entry, looked up): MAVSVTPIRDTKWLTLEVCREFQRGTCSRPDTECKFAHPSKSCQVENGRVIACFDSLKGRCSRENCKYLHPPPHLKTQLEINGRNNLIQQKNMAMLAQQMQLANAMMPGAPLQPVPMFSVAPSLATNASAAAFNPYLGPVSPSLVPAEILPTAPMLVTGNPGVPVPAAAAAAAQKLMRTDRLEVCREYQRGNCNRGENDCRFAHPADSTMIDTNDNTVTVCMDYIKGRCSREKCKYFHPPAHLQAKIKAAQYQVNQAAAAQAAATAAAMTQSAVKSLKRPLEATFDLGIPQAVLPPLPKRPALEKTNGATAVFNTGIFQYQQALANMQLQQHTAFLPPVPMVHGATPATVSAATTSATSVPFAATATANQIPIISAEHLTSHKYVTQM
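Compound titration spanned 92 nM–58 uM against the MBNL1-His/biotin-(CUG)12 complex. After 60 min at room temperature with 5 nM streptavidin-XL665 and 0.055 ng/ul terbium anti-His, ratiometric 665/545 nm emission (Ex 340 nm) normalized to controls.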
Rab9 prom act: qHTS Assay for Rab9 Promoter Activators. 320,000 tested, 2.8% active. Potency, µM (highest dose often 9.22 µM), without a hit: at the highest dose activation, negative = inhibition, usual class: activators. Huh7 Rab9 promoter-luciferase reporter, luminescence, 24 h. AID 485297, 2010; further: potency means the concentration at half of the fitted maximal effect; % of control where 0% means no effect; nearly all actives have a fitted effect of over 60% in size
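Huh7 reporter line, Rab9 promoter upstream of luciferase. Compound exposure 24 h at 37 °C in reduced-serum medium with 10% FBS. Read-out: luminescence.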
ELG1 repair inh: qHTS screen for small molecules that inhibit ELG1-dependent DNA repair in human embryonic kidney (HEK293T) cells expressing luciferase-tagged ELG1; 330,000 tested, 2.3% active; HEK293T ELG1-luciferase reporter, luminescence, 16 h; DNA damage induced by 5-fluorouridine; Potency, µM (doses to about 46.1 µM), without a hit: at the highest dose activity change, negative = inhibition, most hits filed as inhibitors; further: potency means the concentration at half of the fitted maximal effect; on the % scale 0 is the no-effect control and ±100 the full control effect; nearly all actives have a fitted effect of over 55% in size
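Luminescence from the luciferase reporter, measured 30 min after ONE-Glo reagent at room temperature, was the read-out. Beforehand, 2,000 cells per well were exposed for 16 hr at 37 °C to 5-fluorouridine together with compound or vehicle.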
Menin MLL FP TR: qHTS Assay for Inhibitors Targeting the Menin-MLL Interaction in MLL Related Leukemias: Competition With Texas Red Labeled MLL-derived Mutant Peptide. Menin + Texas Red MLL mutant peptide, fluorescence polarization. Potency, µM (top dose mostly 61.6 µM), without a hit: at the highest dose FP activity change, negative = inhibition, usual class: inhibitors. 270,000 tested, 0.23% active. AID 1768, 2009; active means well fitted inhibition curve with a large enough effect in the polarisation, with a control signal flat, not every such curve was filed as active; inconclusive means small, poorly fitted or top-dose-only effect, or effect the other way, or a change in a side signal; inactive means no such curve, though single readings can be large or run the other way; the % refers to the polarisation; further: potency means the concentration at half of the fitted maximal effect; % of control where 0% means no effect; many of its hits are not listed in these tables
Target sequence (O00255 whole entry, looked up): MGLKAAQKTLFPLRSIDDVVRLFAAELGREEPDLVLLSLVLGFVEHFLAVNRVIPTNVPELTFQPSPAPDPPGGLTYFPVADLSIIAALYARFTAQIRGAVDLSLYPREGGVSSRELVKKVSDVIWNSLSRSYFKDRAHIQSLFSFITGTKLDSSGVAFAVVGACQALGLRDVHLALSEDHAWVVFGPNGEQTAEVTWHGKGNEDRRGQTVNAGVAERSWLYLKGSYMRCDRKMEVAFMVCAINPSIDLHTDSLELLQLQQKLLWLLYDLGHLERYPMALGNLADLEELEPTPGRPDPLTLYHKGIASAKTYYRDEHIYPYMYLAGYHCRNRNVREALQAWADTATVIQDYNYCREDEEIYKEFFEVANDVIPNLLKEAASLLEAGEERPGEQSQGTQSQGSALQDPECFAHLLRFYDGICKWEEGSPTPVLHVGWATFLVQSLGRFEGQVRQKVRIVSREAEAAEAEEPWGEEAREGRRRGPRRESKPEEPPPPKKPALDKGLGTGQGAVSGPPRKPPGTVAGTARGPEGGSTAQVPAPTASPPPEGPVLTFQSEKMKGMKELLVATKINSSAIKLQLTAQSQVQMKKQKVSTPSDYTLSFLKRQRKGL
PKM2 act: qHTS Assay for Activators of Human Muscle isoform 2 Pyruvate Kinase | Pyruvate kinase PKM (Homo sapiens), P14618 | 260,000 tested, 0.34% active | purified PKM2, Kinase-Glo ATP luminescence, activation; response scale: 0% is enzyme alone, no compound | Potency, µM (titrated, usually from 57.5 µM), for inactives: at the highest dose activation, usual class: activators; further: potency means the concentration at half of the fitted maximal effect; on the % scale 0 is the no-effect control and ±100 the full control effect; nearly all actives have a fitted effect of over 55% in size
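Kinase-Glo luminescence reports ATP generated from ADP (0.1 mM) and PEP (0.5 mM) by purified hPK-M2 after 1 h at room temperature, pH 7.2 imidazole buffer; intermediate enzyme activity allows detecting inhibitors and activators.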
RORgamma inh: qHTS for inhibitors of ROR gamma transcriptional activity | Nuclear receptor ROR-gamma (Mus musculus), P51450 | Drosophila S2 Gal4-RORgamma UAS-luciferase reporter, 20 h | Potency, µM (series often up to 53.6 µM), without a hit: top-dose activity change, negative = inhibition, usual class: inhibitors | 310,000 tested, 5.4% active | AID 2551, 2010; further: potency means the concentration at half of the fitted maximal effect; on the % scale 0 is the no-effect control and ±100 the full control effect; nearly all actives have a fitted effect of over 60% in size
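Compounds are pin-transferred onto Drosophila Schneider cells expressing a copper-inducible Gal4–ROR gamma transactivation domain fusion. After 1 hr, copper sulfate is added to 700 uM final; luciferase is read 20 hr later.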
Mito fusion act: qHTS Assay for Small Molecule Inhibitors of Mitochondrial Division or Activators of Mitochondrial Fusion; S. cerevisiae fusion-defective mutant growth rescue, CellTiterGlo 48 h; Potency, µM (titrated, usually from 46.1 µM), for the others: at the highest dose growth rescue (activation), hits mostly activators; 320,000 tested, 0.23% active; AID 485298, 2010;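 further: potency means the concentration at half of the fitted maximal effect; % of control where 0% means no effect; nearly all actives have a fitted effect of over 45% in size; temperature-sensitive fusion mutants such as fzo1-1 at 37 °C on non-fermentable ethanol glycerol medium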
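Yeast fusion mutant, YPEG (non-fermentable carbon), compound, 48 h at 37C non-permissive; CellTiterGlo added, 10 min RT, luminescence read. Rescued growth = division inhibition.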
NPC1 promoter act: qHTS Assay for NPC1 Promoter Activators. Huh7 NPC1 promoter luciferase reporter, 24 h. Potency, µM (series often up to 9.22 µM), for the others: top-dose activation, usual class: activators. 320,000 tested, 2.4% active;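 further: potency means the concentration at half of the fitted maximal effect; % of control where 0% means no effect; nearly all actives have a fitted effect of over 60% in size; reporter is driven by a mutant NPC1 promoter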
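Huh7 reporter cells (NPC1 promoter driving luciferase) are dosed with compound for 24 h at 37 °C, 5% CO2; luciferase detection reagent is then added and luminescence measured after 10 min at ambient temperature.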
Active calls of the source: *; ? = inconclusive; nt = no result given; & = joins results of further samples; [ ] = another dose, or the depositor's remark. Unless noted, the call rests on the fitted dose curve; in most records, active means well fitted curve in the direction sought with a large enough effect; inconclusive means small, poorly fitted or top-dose-only effect, or another doubt; inactive means no such curve, though single readings can be large; an effect the other way counts as inactive or inconclusive. These rows are one share of the data; rates above refer to the full screens.

SMILES | Gal4-VP16 FLuc | FLuc modulator | KCNH2 3.1 block | MBNL1 CUG block | Rab9 prom act | ELG1 repair inh | Menin MLL FP TR | PKM2 act | RORgamma inh | Mito fusion act | NPC1 promoter act
O=C(NNC1=NCCCCC1)c1ccccc1 | -5% | 2% | 24 | 9% | 3% | -2% | -20% | -1% | -9% | -2% | -3%
O=C(Nc1c2c(nn1-c1ccc(F)cc1)CS(=O)(=O)C2)c1ccc(S(=O)(=O)N2CCOCC2)cc1 | -6% | -1% | -10 | -8% | 1% | 7% | -15% | 0% | 9% | -7% | 0%
O=C(O)CC(c1ccccc1F)N1Cc2ccccc2C1=O (stereo not given) | -2% | 0% | 2 | 0% | -4% | 0% | ? | nt | 13% | -22% | -4%
COc1ccc(C(CNC(=O)C(CCSC)NC(=O)c2ccccc2Cl)N2CCCC2)cc1 (stereo not given) | nt | 3% | -10 | nt | 2% | -6% | nt | nt | nt | -1% | -1%
COc1ccccc1C(=O)OCCN1CCOCC1 | -4% | 5% | -17 | -9% | 17% | 1% | 3% | -7% | 10% | -1% | 1%
N#CC1(NC(=O)COC(=O)CN2C(=O)c3ccccc3C2=O)CCCCC1 | nt | 0% | 1 | nt | -4% | 18% | nt | nt | nt | 7% | -3%
COc1ccc(-n2nc3c(c2NC(=O)C(C)Oc2ccccc2)CS(=O)(=O)C3)cc1 (stereo not given) | -10% | 2% | -18 | 0% | -1% | 17% | -23% | -5% | -2% | 5% | -4%
Fc1cccc(CN2CCN(c3nc4nonc4nc3NC3CC3)CC2)c1 | ? | -1% | 4 | ? | -2% | -4% | 1% | -6% | -60% | 5% | 6%
O=C(Nc1ccc(O)c(-c2nc3ccccc3o2)c1)C1(c2ccc(Br)cc2)CCCC1 | 5.6µM* | 5% | 10 | -4% | -3% | 9% | 5% | 0% | 6.3µM* | 1% | -6%
CNC(=O)CCn1nc(-c2ccccc2)c2ccccc2c1=O | -2% | 4% | 4 | 1% | -1% | 11% | -3% | 3% | 4% | 7% | -2%
Cc1c(N(C(=O)Cc2cccs2)C2(C(=O)NC3CCCC3)CCCCC2)c(=O)n(-c2ccccc2)n1C | -11%[10 µM] | 2% | 9 | 0% | 1% | -7% | -12% | -2% | ? | -3% | -4%
Oc1ccc(C2C(c3ccccc3)=NN=C(c3ccc(Cl)cc3)N2O)c(O)c1 (stereo not given) | -16% | -20% | -4 | 11% | 11% | 13% | ? | 25% | 31% | 25% | 7%
CCCCSC1=C(C#N)C(c2ccccc2C)CC(=O)N1 (stereo not given) | -1% | -1% | 5 | 4% | 4% | -6% | 4% | 9% | 2% | 9% | 1%
CCOc1ccccc1NC(=O)C1CCN(C(=O)C2CC(=O)N(c3ccc(C)cc3)C2)CC1 (stereo not given) | 5% | 0% | 1 | -6% | 0% | 0% | -24% | 7% | -3% | -5% | -1%
C=CCC1NS(=O)(=O)OC(COC)C1C (stereo not given) | 5% | 1% | 2 | -12% | 5% | 18% | -10% | 0% | -19% | 0% | -2%
Cc1cc2c(c(SCC(=O)NCCc3ccccc3)n1)C(=O)OC2 | -5% | 4% | 0 | -9% | 0% | 2% | -11% | 0% | -14% | 0% | -1%
COc1cc(C(CC(=O)Nc2ccc(Cl)cn2)N2Cc3ccccc3C2=O)cc(OC)c1OC (stereo not given) | -8% | -2% | -22 | 0% | 2% | -19% | -8% | nt | 1% | 8% | -3%
O=C(O)c1ccccc1C(=O)c1ccc2c(c1)CCC2 | -5% | -1% | -17 | 2% | -4% | 1% | -3% | nt | -30% | 2% | 4%
O=C(NCC1CCCO1)c1cccc(C(=O)NCC2CCCO2)c1 (stereo not given) | 2% | -2% | 15 | -3% | 0% | -3% | -14% | 2% | 0% | -3% | -8%
CC(C)CNC(=O)CSc1nc2nn(-c3ccccc3)c(=O)c-2c2n1CCCCC2 | 6% | -2% | -13 | 4% | 7% | -17% | -1% | 2% | 19% | 7% | -5%
CC(=O)NC(Cc1ccc(F)c(F)c1)C(=O)NC1CCN(c2nnnn2-c2ccccc2)CC1 (stereo not given) | -1% | -3% | -19 | 0% | -3% | -8% | 6% | 3% | 14% | 0% | 0%
C=CC(O)(C#CCN(CC)CC)c1ccccc1 (stereo not given) | 4% | 6% | -13 | -5% | -7% | 29% | 2% | 14% | -3% | 0% | -3%
Cc1c(Cc2ccccc2)sc(N)c1C(N)=O | nt | 3% | nt | 4% | -3% | 1% | 12% | 0% | 17%[0.365 µM] | 4% | 0%
CC(=O)OCC(=O)NCC(=O)c1c[nH]c2ccccc12 | 13% | 0% | 8 | 2% | -3% | 4% | 0% | -1% | 0% | 1% | -4%
Cc1ccc(NC(=O)CN(C)C(=O)CSc2nncn2C)cc1 | -3% | 8% | 8 | -6% | 2% | ? | 10% | -19% | 3% | -3% | -3%
Cc1cc(N2CCOCC2)nc2cc(O)ccc12 | 4% | ? | 18 | 6% | 11% | ? | 0% | 1% | ? | -5% | 12%
Cc1c(Cl)cccc1NC(=O)Cn1cccc1 | 2% | -1% | 4 | -2% | -1% | -2% | -10% | -3% | 12% | -1% | -3%
Cc1ccsc1/C=N/NC(=O)CNC(=O)c1cccc([N+](=O)[O-])c1C | -5% | 1% | -4 | 18% | -1% | 6% | 10% | 1% | 14% | -5% | 0%
CC(C)CCNCC(O)CON=C1c2ccccc2-c2ccccc21 (stereo not given) | -11% | 0% | -4 | nt | -3% | ? | ? | 19% | 16% | 0% | -5%
CN1C[C@@H]2C(c3ccc(Cl)nc3)C3(c4cccnc4)CC2(C3)[C@H]1c1ccccc1 (stereo not given in full) | -1%&-3% | 3% | -13 | -10% | -8% | ? | 2% | 3%&-3% | -25%&0% | -2% | -1%
CC(OC(=O)c1cc(=O)c2cc(Cl)ccc2o1)C(=O)N1CCCC1 (stereo not given) | nt | -2% | -12 | nt | 2% | 24% | nt | nt | nt | -3% | 0%
O=C(CCCN1C(=O)c2cccnc2C1=O)N1CC(=O)N(CCc2ccccc2)C(=O)C1 | -4% | 2% | 2 | ? | -4% | 13% | -8% | -1% | 0% | 0% | -2%
C=CCn1c(-c2ccc(N)cc2)nc2ccccc21 | 22% | 11µM* | 15 | 9% | ? | ? | -11% | 10% | 0% | 6% | 14%
CCc1ccc(NS(=O)(=O)c2ccc3[nH]c(=O)[nH]c3c2)cc1 | -11% | -1% | 19 | -1% | -2% | 10% | 4% | 10% | ? | -3% | -3%
COc1cccc(NC(=O)CN(C)C(=O)c2ccc(S(=O)(=O)Nc3ccccc3C)cc2)c1 | nt | -3% | -15 | nt | -4% | ? | nt | nt | nt | -2% | -4%
CC(Sc1nnc(-c2ccco2)n1-c1ccccc1)C(=O)NCC1CCCO1 (stereo not given) | nt | 6% | 11 | nt | 2% | 2% | nt | nt | nt | 2% | 0%
CCOC(=O)c1c(-c2ccc(OC)cc2)oc2ccc(OCC(N)=O)cc12 | -9% | -3% | -21 | -4% | 0% | ? | -15% | nt | 0% | -1% | -3%
COc1ccc(S(=O)(=O)NCCCCCC(=O)O)cc1C(=O)O | -2% | -3% | -17 | -4% | -3% | -14% | -15% | -1% | 24% | -2% | -4%
COc1cc(NC(=S)NCCN2CCOCC2)cc(OC)c1 | -2% | 5% | 16 | 12% | 1% | -7% | 6% | -2% | -42% | -10% | 2%
C#CCn1cnc2c(cnn2-c2ccc(C)c(C)c2)c1=O | -1% | ? | 8 | 0% | ? | ? | ? | 15% | 23% | -2% | ?
